M4 ag: CHRM4 agonism in calcium assay; AID 624127; activation, % at 3 µM; hit rate 0.14% among 360,000; CHO-K1 hM4/Gqi5, Fluo-8 calcium fluorescence; vehicle 0%, full acetylcholine response 100%;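 active = activation above the run mean over all test wells plus 3 SD, cut at about 32% in these data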;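 note: peak over basal fluorescence ratio per well then scaled between controls; 0% = DMSO wells and 100% = acetylcholine at EC100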
CHRM1 agonist: activates human CHRM1 receptor | CHO-K1 hM1, Fluo-8 calcium fluorescence, agonist mode; 0% DMSO, 100% acetylcholine EC100 | AID 588814 | P11229 | activation, % at 3 µM | hit rate 0.33% among 360,000;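 active = activation above the run's mean compound activation plus 3 SD, cut at about 16% in these data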;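 note: peak over basal fluorescence ratio within a 140 s kinetic read after compound addition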
Target sequence (P11229 whole entry, looked up): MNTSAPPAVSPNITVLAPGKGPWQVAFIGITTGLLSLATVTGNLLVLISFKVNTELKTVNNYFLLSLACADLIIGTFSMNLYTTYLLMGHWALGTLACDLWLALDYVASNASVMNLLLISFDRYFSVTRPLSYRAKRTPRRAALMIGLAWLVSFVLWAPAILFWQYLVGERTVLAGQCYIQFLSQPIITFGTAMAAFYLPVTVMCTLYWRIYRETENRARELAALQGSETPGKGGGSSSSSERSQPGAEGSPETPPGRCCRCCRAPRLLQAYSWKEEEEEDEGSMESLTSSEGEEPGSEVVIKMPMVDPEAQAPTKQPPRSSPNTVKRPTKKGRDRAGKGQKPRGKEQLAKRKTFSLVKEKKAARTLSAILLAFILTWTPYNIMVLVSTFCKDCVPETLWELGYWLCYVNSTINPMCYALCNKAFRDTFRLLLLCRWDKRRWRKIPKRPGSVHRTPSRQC
OXTR potentiator: potentiators of human oxytocin receptor; P30559; activation, % at 3 µM; hit rate 0.061% among 320,000; CHO-OTR cells, Fluo-8 calcium fluorescence, potentiator mode; 0% = oxytocin EC15, 100% = EC100;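 active = activation above that plate's cutoff, the mean activation of tested compounds plus 3 SD, cut at about 6.6% in these data, passing the limit was not always enough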;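 note: 100% uses oxytocin at 75 nM as the full agonist control; some results filed as inactive read as strong as hits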
Target sequence (P30559 whole entry, looked up): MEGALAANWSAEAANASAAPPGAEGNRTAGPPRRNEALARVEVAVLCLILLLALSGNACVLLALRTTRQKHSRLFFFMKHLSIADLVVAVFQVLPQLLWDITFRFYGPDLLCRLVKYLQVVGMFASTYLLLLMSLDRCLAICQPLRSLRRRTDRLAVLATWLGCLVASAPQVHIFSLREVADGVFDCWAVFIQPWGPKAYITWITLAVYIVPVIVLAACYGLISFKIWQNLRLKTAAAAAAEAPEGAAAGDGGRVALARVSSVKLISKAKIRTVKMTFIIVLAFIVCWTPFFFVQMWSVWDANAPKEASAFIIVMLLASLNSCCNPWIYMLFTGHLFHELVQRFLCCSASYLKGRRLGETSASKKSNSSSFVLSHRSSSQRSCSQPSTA
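Assay system: CHO cell line stably expressing human OTR | Also added: Oxytocin at about EC15, sub-maximal agonist stimulus | Times: Compound 6 min at room temperature before oxytocin, 100 s read | Measured by: Fluo-8 intracellular calcium fluorescence, ex 470-495, em 515-575 nm | Controls: EC15 oxytocin alone as 0%, 75 nM oxytocin as 100%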
M4 antag: antagonists of human muscarinic M4 receptor (CHRM4); inhibition, % at 3 µM; CHO-hM4 cells, ACh EC80, Fluo-8 calcium fluorescence; P08173; hit rate 0.73% among 360,000; AID 624125;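 active = inhibition above its plate's cutoff, the mean inhibition of sample wells plus 3 SD, cut at about 27% in these data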;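 note: 0% = acetylcholine EC80 with DMSO and 100% = DMSO without agonist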
CHRM1 antagonist: human CHRM1 antagonism. CHO-K1 hM1, Fluo-8 calcium fluorescence, ACh EC80 antagonist. inhibition, % at 3 µM. AID 588852. hit rate 1.3% among 360,000;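 active = percent inhibition above its own plate's cutoff, namely the mean of that plate's compound wells plus 3 SD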;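 note: peak over basal fluorescence ratio during 140 s after agonist addition; 0% = ACh EC80 plus DMSO and 100% = DMSO alone without agonist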
CHRM1 PAM: positive allosteric modulators of human M1 muscarinic receptor; activation, % at 3 µM; hit rate 0.088% among 360,000; P11229; CHO-K1 hM1, Fluo-8 calcium fluorescence, ACh EC20; 0% = ACh EC20, 100% = maximal ACh; in the data active = activation above about 19%, passing the limit was not always enough
CHO-K1 Ca ag: nonselective activator or artifact in parental CHO-K1 cells; Fluo-8 calcium fluorescence; scaled to maximal ATP response, vehicle zero; hit rate 0.48% among 360,000; activation, % at 3 µM; in the data active = activation above about 15%;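 note: untransfected CHO-K1 host cells lacking M1 receptor as counterscreen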
CHO-K1 Ca antag: counter-screen for M1 antagonists: effect in parental CHO-K1 cells | hit rate 0.6% among 360,000 | inhibition, % at 3 µM | ATP-induced calcium, Fluo-8 fluorescence;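 active = inhibition above a per-plate cutoff, the plate's mean sample inhibition plus 3 SD, cut at about 24% in these data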;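 note: 0% = DMSO plus EC80 ATP and 100% = DMSO alone without ATP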
CHO parental Ca: counter-screen: ATP calcium response change in parental CHO cells; parental CHO-K1, ATP-induced calcium, Fluo-8 fluorescence; inhibition, % at 5.6 µM; hit rate 0.63% among 330,000; AID 463079;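 active = inhibition above that plate's mean sample inhibition plus 3 SD, cut at about 26% in these data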;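 note: 0% = ATP-challenged DMSO wells and 100% = DMSO wells without ATP; some compounds past the cut are filed as inactive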
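Test system: untransfected parental CHO cell line; also added: ATP stimulus; dosing: 5.6 µM, single dose; signal: calcium-sensitive Fluo-8 fluorescence; measure: percent inhibition of ATP-evoked calcium rise, normalized to controls; benchmarks: low control ATP plus DMSO, high control DMSO only; replication: one well per compound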
An asterisk follows results filed as active; . = not tested or not shown.

Values run as follows: M4 ag | CHRM1 agonist | OXTR potentiator | M4 antag | CHRM1 antagonist | CHRM1 PAM | CHO-K1 Ca ag | CHO-K1 Ca antag | CHO parental Ca
CSC[C@H]1CN(c2ccc(Br)cc2)C(=O)[C@@H]1CC(=O)Nc1ccccc1
  1 | -5 | . | -9 | -2 | -6 | -0.2 | 3 | .
COc1cc2[nH]c(=S)n(NC(=O)c3ccccc3)c(=O)c2cc1OC
  1 | -2 | -3 | -5 | -4 | 3 | 0.3 | -11 | -3
O=S(=O)(NCCNS(=O)(=O)c1cccs1)c1cccs1
  0 | -4 | -5 | -1 | -6 | 6 | 1.0 | -15 | -7
Cc1ccccc1N1CC(C(=O)Nc2ccc(S(=O)(=O)NCC3CCCO3)cc2)CC1=O (stereo not given)
  2 | -5 | -3 | -14 | 9 | 2 | -0.2 | -18 | -11
O=C(C1CCCN(S(=O)(=O)c2cccc3nsnc23)C1)N1CCCCCC1 (stereo not given)
  2 | -5 | -12 | 4 | 6 | 2 | 1.5 | -9 | -14
CCCCn1c2nc3ccccc3nc2c2c(=O)n(CC(C)C)cnc21
  0 | -3 | . | 5 | -3 | 3 | -0.2 | -3 | .
CCN(C(=O)COC(=O)CCCOc1ccccc1)c1c(N)n(Cc2ccccc2)c(=O)[nH]c1=O
  1 | 4 | -9 | -11 | -3 | 16 | -0.6 | 7 | -5
CCOc1ccc(C(=O)N2CCn3c2nc2ccccc23)cc1
  0 | -2 | -15 | -1 | 0 | 5 | 0.1 | -3 | -21
COC(=O)c1cc(N=C(N)N=C(N)N)cc(C(=O)OC)c1
  0 | -3 | -10 | -9 | -8 | 6 | 2.1 | -11 | -9
Cc1ccc(C)c(S(=O)(=O)Nc2ccc(C(=O)NCC(c3ccco3)N3CCCCC3)cc2)c1 (stereo not given)
  5 | -5 | -8 | 1 | 20 | -14 | 1.3 | 2 | -15
NC(=O)CC(NC(=O)Cc1cccc2ccccc12)c1ccc(N2CCCCCCC2)c([N+](=O)[O-])c1 (stereo not given)
  4 | -4 | -13 | 1 | 4 | 3 | -0.1 | -9 | -38
CCOc1ccc(-n2cc(-c3ccc(OC)c(OC)c3)[nH]c2=S)cc1
  2 | -6 | 0 | 5 | 11 | 0 | 0.8 | -1 | 16
Cc1cc(=O)[nH]c(SCc2cccc3cccnc23)n1
  2 | -1 | -1 | 12 | -3 | 8 | 0.2 | -5 | -6
COc1ccc2cc(C#N)c(N3CCOCC3)nc2c1
  2 | -5 | -4 | -7 | -2 | 2 | 1.5 | -2 | 3
O=C(c1ccccc1)c1ccc(C(=O)N2CCCC(C(F)(F)F)C2)cc1 (stereo not given)
  4 | -3 | -15 | -1 | -6 | 0 | 0.7 | -5 | -6
O=C(N/N=C/c1ccccc1)c1n[nH]c2c1CCCC2
  1 | -8 | -2 | 1 | 0 | 1 | 1.3 | -4 | -6
O=C(Nc1ccc2ccccc2c1)c1cnccn1
  0 | 1 | -8 | 12 | 2 | 4 | -0.3 | 11 | -13
CCOC(=O)/C(C#N)=C/c1cccn1-c1ccc(Cl)cc1
  0 | 0 | -5 | -9 | -6 | 18 | 0.6 | -2 | -6
CN(Cc1ccccc1)C(=O)c1[nH]cnc1C(=O)Nc1cccc(Cl)c1
  0 | -5 | -4 | 7 | 2 | -2 | 0.2 | -15 | -28
C=CCOc1cccn2c(N(C)C(=O)c3ccc(OC)cc3)c(CC)nc12
  0 | -3 | . | -4 | -15 | 9 | 0.8 | -8 | .

(more compounds)
Values run as follows: M4 ag | CHRM1 agonist | OXTR potentiator | M4 antag | CHRM1 antagonist | CHRM1 PAM | CHO-K1 Ca ag | CHO-K1 Ca antag | CHO parental Ca
Cc1ccc(OCCN2CCOCC2)cc1C
  0 | -4 | -7 | 3 | -8 | 8 | -0.2 | 9 | -3
O=C(CCN=C1NS(=O)(=O)c2ccccc21)OCc1cccc(Cl)c1
  6 | 4 | -10 | -18 | -7 | 17 | 1.4 | 11 | -18
O=C(NCc1ccco1)c1nc2c(nnn2Cc2ccccc2Cl)c(=O)[nH]1
  -1 | 0 | -3 | -4 | -11 | 8 | -0.2 | -20 | -7
Cc1cc(C2(c3ccc(O)c(C)c3)OC(=O)c3ccccc32)ccc1O
  3 | 7 | -7 | 7 | 5 | 2 | 2.4 | -11 | -5
CCOC(=O)c1ccc2nc(NC(C)=O)sc2c1
  0 | -3 | -3 | 10 | 14 | -9 | -0.3 | 3 | -10
COc1ccc(CCn2c(=O)c3cccnc3n(Cc3cccc([N+](=O)[O-])c3)c2=O)cc1OC
  2 | -5 | 1 | 2 | -3 | 4 | 1.4 | -8 | -9
COc1cc(C=O)ccc1OCCSc1ccc(C)cc1
  1 | -3 | -3 | 8 | -4 | -1 | 0.2 | -14 | -6
N#Cc1cccc(C(=O)Nc2ccccc2C(=O)NC2CC2)c1
  2 | -4 | . | 4 | 2 | 1 | 0.7 | -8 | .
O=C(OCC#CCSc1nnc(-c2ccc(Br)cc2)o1)c1cccs1
  3 | -9 | -11 | -2 | 7 | -11 | 3.1 | 1 | -23
O=C(CSc1nc(=O)n2cc(Cl)ccc2n1)NCCc1ccccc1
  1 | -2 | -6 | -7 | -15 | 12 | 1.2 | -3 | -2
COc1ccc(Cl)cc1-c1cc(C(=O)Nc2ccc(Br)cc2)[nH]n1
  0 | -7 | . | -4 | -4 | -3 | 0.2 | 4 | .
Cc1c(C(=O)N(CCO)Cc2ccccc2)oc2c(F)cccc12
  3 | -5 | 3 | 1 | -9 | 8 | 2.2 | -6 | -10
Cc1cc(C)nc(NC(=O)CSc2nc3cc(Cl)ccc3s2)n1
  0 | -3 | -7 | 2 | 0 | 2 | 0.4 | -6 | -5
COCCCN1C(=O)C(=O)/C(=C(/O)c2ccc(OC)cc2)C1c1ccc(O)c(OC)c1 (stereo not given)
  1 | -3 | -7 | 0 | -20 | 8 | 0.8 | -9 | 1
O=C(CCSc1nc(-c2ccco2)cc(C(F)(F)F)n1)NCc1cccs1
  1 | -4 | -3 | -9 | -8 | 9 | 0.7 | -11 | -28
O=C1C=C(c2cc3ccccc3s2)C[C@@H](c2ccc(Cl)cc2)C1
  0 | -5 | -5 | 7 | 4 | -2 | 0.2 | -11 | -23
CCOc1cc(OCC)cc(C(=O)N2CCC[C@H]2C(=O)N2CCC[C@H]2C(=O)N[C@H](C)c2ccccc2)c1
  1 | . | . | -5 | . | . | 0.1 | -3 | .
CCSc1nc(O)c(CC)c(=O)n1C(C)CC (stereo not given)
  1 | -12 | -2 | -9 | -5 | 2 | -0.2 | -16 | -10
CCCC1Cc2nc(N3CCCCC3)c(C#N)cc2CO1 (stereo not given)
  -2 | -6 | -2 | -2 | -6 | 5 | -0.3 | -11 | -15
CN(C)Cc1c(C(=O)N/N=C/c2ccoc2)nnn1-c1nonc1N
  1 | -2 | -6 | -3 | -10 | 5 | 1.6 | -7 | -1

(continued)
Values run as follows: M4 ag | CHRM1 agonist | OXTR potentiator | M4 antag | CHRM1 antagonist | CHRM1 PAM | CHO-K1 Ca ag | CHO-K1 Ca antag | CHO parental Ca
COC(=O)C[N+](C)(C)CC#Cc1ccccc1
  1 | -7 | -3 | 8 | 0 | 0 | -0.3 | 3 | -8
COc1cc(/C=C/C(=O)OCC(=O)c2ccc3c(c2)NC(=O)CO3)ccc1OC(F)F
  0 | -4 | -3 | 6 | -5 | 9 | 0.0 | -3 | 0
COC(=O)C(=Nc1ccccc1)/C(C(=O)C(=O)N(C)c1ccccc1)=C(\O)c1ccc(Cl)cc1
  1 | -1 | -5 | 11 | -11 | 11 | 0.5 | -5 | 0
Cc1cccc(Nc2c3c(nc4ccccc24)CCC3)c1
  8 | -5 | -15 | -1 | 16 | -6 | 6.6 | 0 | -4
CCOC(=O)C1CCN(C(=O)COC(=O)CNC(=O)c2sc3ccccc3c2Cl)CC1
  7 | 7 | -8 | -8 | -3 | 4 | 2.6 | -16 | -29
CCC1CCCCN1Cc1ccc(CNS(=O)(=O)c2ccc3c(c2)oc(=O)n3C)o1 (stereo not given)
  1 | -7 | -4 | 9 | 15 | -12 | 0.7 | 2 | -3
COc1ccc(/C=C/C(=O)Oc2ccc(C)c(C)c2)cc1OC
  -1 | -9 | -1 | -6 | -3 | -1 | 2.0 | 5 | -14
O=S(=O)(N/N=C\c1ccc(-c2ccccc2Cl)o1)c1ccccc1
  0 | -2 | -6 | 4 | -1 | 4 | -0.2 | 3 | -14
CCN(CC)c1ccc(C(=O)N2CCN(Cc3ccccc3)CC2)cc1
  0 | -9 | -5 | 1 | -3 | 4 | -0.1 | -11 | -3
COc1ccccc1N(C)S(=O)(=O)c1ccc(C(=O)OCC(=O)N2CCC2)cc1
  2 | -12 | 3 | -9 | -8 | 8 | 1.3 | -6 | -7
Cc1ccc2[nH]c(=O)c(CN(CC3CCCO3)C(=S)Nc3ccccc3)cc2c1 (stereo not given)
  0 | -4 | -10 | 7 | -7 | 6 | 0.5 | 0 | -29
COc1ccc(C(=O)NCc2nnc(SCC(=O)Nc3cccc(F)c3)o2)cc1
  2 | -7 | -10 | 8 | 1 | 5 | 0.9 | 1 | -3
CC1CCCCN1C(=O)c1ccc(Br)o1 (stereo not given)
  0 | -6 | -9 | -1 | -14 | 7 | 1.3 | -11 | -12
CCOc1ccc(-c2nnc(NC(=O)COc3ccccc3F)o2)cc1
  0 | -2 | . | -16 | -7 | 2 | 0.4 | -4 | .
Cc1ccc(N2CC(C(=O)NNC(=O)c3ccc(F)cc3)CC2=O)cc1 (stereo not given)
  0 | -5 | -9 | 0 | -11 | 12 | 0.1 | -13 | 4
C=CCn1c(SCC(=O)N2CCc3ccccc3C2)nc2sc(C)cc2c1=O
  2 | 0 | -7 | -1 | -4 | 4 | 1.0 | -6 | -35
CC(C)CC(NC(=O)C(CC(C)C)NC(=O)OC(C)(C)C)C(=O)O (stereo not given)
  1 | -2 | -10 | 7 | -21 | 0 | 0.6 | -13 | 0
CCCCCCn1c(C(C)O)nc2ccccc21 (stereo not given)
  1 | -3 | -4 | 5 | -25 | 7 | 0.3 | -16 | -13
COc1ccc(C(=O)Nc2n[nH]c(-c3ccncc3)n2)cc1
  1 | -6 | 2 | -5 | -2 | 7 | 0.3 | 1 | -12
CCOc1cc(N2CCOCC2)c(OCC)cc1NC(=O)CSc1ncccc1C(=O)O
  0 | 1 | 5 | -7 | -11 | 2 | 0.1 | -12 | -11
Cc1[nH][nH]c(=O)c1C(c1ccc(-c2ccc(F)cc2)o1)c1c(C)[nH][nH]c1=O
  1 | -2 | -9 | -2 | 4 | -2 | 14 | 18 | -7
Cc1ccc(NC(=O)CN(C)C(=O)Cn2ccsc2=N)cc1
  1 | -4 | 0 | 9 | -2 | 3 | 0.8 | -12 | -7

Compound activity (PubChem)
